Assay outcomes deposited in PubChem by several laboratories.
KRASV12 cytotoxicity = viability loss of HPDE-C7K cells – cell-based, fluorescence, HTS, primary screen (AID 431); cytotoxicity, % at 10 µM; hits with a dose series show EC50 in µM; 1.7% of 63,000 active; HPDE-C7K KRASV12 cells, Alamar Blue viability, 48 h; higher % means a stronger effect;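 active = compounds whose percent cytotoxicity in the single-dose primary screen, scaled between solvent and toxic-drug controls, exceeds 50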;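 also: 0% = DMSO solvent wells and 100% = doxorubicin-treated wells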
Spn DPM-DC inh = blocks S. pneumoniae diphosphomevalonate decarboxylase; AID 556; purified DPM-DC, PK/LDH coupled NADH fluorescence; 0.49% of 65,000 active; calls only at 10 µM;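 active = the 320 compounds with the highest percent inhibition in the single-dose primary screen, excluding strongly autofluorescent ones, cut at about 32% in these data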;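 also: kinetic rate of NADH fluorescence loss reporting ADP formed by the decarboxylase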
HT1080 cytotoxicity = HT1080 cell viability loss – fluorescence readout (AID 620). HT1080 viability, fluorescence; higher % means a stronger effect. 0.42% of 87,000 active. cytotoxicity, % at 10 µM, or EC50 in µM where a hit was titrated;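 also: cells exposed to compound overnight then 4 h with Alamar Blue; 0% = vehicle DMSO and 100% = killing control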
LYP phosphatase = LYP phosphatase inhibitors, primary screen, biochemical, DiFMUP fluorescence, recombinant catalytic domain, 10 µM (AID 606); recombinant LYP catalytic domain, DiFMUP fluorescence; higher % means a stronger effect; one-dose inhibition, % at 10 µM; IC50 in µM for titrated hits; 52,000 tested, under 10 active;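 active = IC50 under 40 µM in the dose-response test; inactive = IC50 of 40 µM or more, or never dose-tested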
Spn MK inh = inhibitors of Streptococcus pneumoniae mevalonate kinase | purified MK, PK/LDH-coupled NADH absorbance 340 nm | inhibition, % at 10 µM | 0.48% of 65,000 active | AID 555;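 active = ranked among the strongest by inhibition in the single 10 µM screen, a fixed top-ranked set picked for dose follow-up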; also: no value below 0 was filed
Alkaline phosphatase = human TNAP enzyme inhibitors, biochemical, luminescent (AID 518) | purified TNAP enzyme, luminescent substrate readout; higher % means a stronger effect | one-dose inhibition, % at 20 µM; IC50 in µM for titrated hits | 0.09% of 64,000 active; in the data active = a potency from the dose series; inactive = the rest, 99 in 100 with inhibition below about 22%;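 also: plate controls were vehicle for no effect and reference inhibitor for full effect; many of its hits are not listed in these tables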
PMK inhibit = inhibitors of Streptococcus pneumoniae phosphomevalonate kinase; purified PMK, PK/LDH-coupled NADH absorbance 340 nm; inhibition, % at 10 µM; 0.49% of 65,000 active; AID 539;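 active = top-ranked compounds by inhibition in the single 10 µM screen, taking a fixed number of the strongest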;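 also: 0% = full reaction with DMSO carrier and 100% = background rate without enzyme reaction; no value below 0 was filed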
HPDE-C7 viability = HPDE-C7 pancreatic duct cell viability loss – fluorescence, HTS (AID 430); HPDE-C7 pancreatic duct cells viability, fluorescence; higher % means a stronger effect; cytotoxicity, % at 10 µM, or EC50 in µM where a hit was titrated; 1.8% of 63,000 active;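 also: cells exposed to compound for 48 hours before viability readout; 0% = vehicle and 100% = reference cytotoxic drug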
Bfl-1 displacement = Bfl-1 inhibitors, primary screen, biochemical, fluorescence polarization, FITC-Bid, mouse (AID 432). displacement, % at 20 µM; hits with a dose series show IC50 in µM. FITC-Bid BH3 peptide fluorescence polarization displacement; higher % means a stronger effect. 0.02% of 64,000 active; in the data active = a potency from the dose series; inactive = the rest, 99 in 100 with displacement below about 15%; also: strong numbers were not always called active
PMK inhibit pilot replicates = further read-out of PMK inhibit, marked with its call; inhibition, %; measured here: pilot screen replicates
Spn MK inh pilot replicates = further read-out of Spn MK inh, marked with its call; inhibition, %; measured here: pilot screen replicates
Spn DPM-DC inh pilot screen % = recorded beside Spn DPM-DC inh, whose call it bears; inhibition, %; measured here: pilot screen trials
Active calls of the source: *; i = inactive; nt = no result given. Rule as the data show it, unless noted: active = cytotoxicity above about 50%; inactive = the rest. Compounds were not picked by outcome (roughly 3.5% active in at least one column).

SMILES	KRASV12 cytotoxicity	Spn DPM-DC inh	HT1080 cytotoxicity	LYP phosphatase	Spn MK inh	Alkaline phosphatase	PMK inhibit	HPDE-C7 viability	Bfl-1 displacement	others
COc1cc(C)nc(NS(=O)(=O)c2ccccc2)n1	2.0%	i	-3.5%	10.2%	13.0	11.5%	13.0	5.7%	3.2%
C=CCSc1nnc(Cc2c(C)[nH]c3ccccc23)o1	11.3%	i	6.9%	10.2%	0.0	17.3%	0.0	-2.8%	-0.7%	PMK inhibit pilot replicates=2.0;Spn MK inh pilot replicates=0.0;Spn DPM-DC inh pilot screen %=0.0
COc1ccc(CC(=O)Nc2cccc(-c3nnc(-c4ccco4)o3)c2)cc1	6.8%	i	-7.3%	2.2%	0.0	7.5%	8.0	4.2%	-9.0%
FC(F)(F)c1cc(-c2ccccc2)nc(NCC2CCCO2)n1 (stereo not drawn)	-0.8%	i	-6.1%	10.7%	3.0	1.1%	0.0	5.4%	8.4%
Cc1nn(-c2ccccc2)c2c1C(=O)NC(=O)C(C)(C)C2	-2.2%	i	2.5%	nt	i	13.9%	0.0	-1.2%	-13.8%	PMK inhibit pilot replicates=0.5;Spn MK inh pilot replicates=4.0;Spn DPM-DC inh pilot screen %=0.5
OC1CCN(c2c3c(nc4cc(-c5cccc(F)c5)nn24)CCCC3)CC1	-14.3%	i	2.0%	8.6%	3.0	10.6%	20.0	-15.4%	3.6%
CCN(CC)c1ccc2c(Cl)c(Br)c(=O)oc2c1	2.08µM*	i	-10.8%	-3.0%	4.0	10.1%	0.0	3.1µM*	-7.8%
COc1ccc(CC(=O)Nc2c3c(nn2-c2cccc(C)c2C)CS(=O)(=O)C3)cc1	-26.7%	i	-3.5%	7.7%	5.0	7.2%	18.0	-23.2%	-10.9%
COc1ccc(/C=C(/C#N)c2cccnc2)cc1OC	6.5%	i	21.8%	18.2%	12.0	6.3%	5.0	-2.3%	-3.6%	PMK inhibit pilot replicates=4.0;Spn MK inh pilot replicates=0.0;Spn DPM-DC inh pilot screen %=0.0
C[C@@H](NC(=O)c1coc(=O)c(Br)c1)c1ccccc1	3.5%	i	2.9%	0.3%	5.0	0.3%	1.0	18.8%	-9.7%
CC(C)C(=O)Nc1cccc(NC(=O)CCN2C(=O)c3ccccc3S2(=O)=O)c1	-10.3%	i	4.5%	1.4%	9.0	12.5%	8.0	2.7%	-2.6%
CC(O)c1nc2ccccc2n1C1CCCCC1 (stereo not drawn)	-7.7%	i	-4.0%	nt	6.0	10.7%	8.0	-30.8%	2.2%	PMK inhibit pilot replicates=1.0;Spn MK inh pilot replicates=2.0;Spn DPM-DC inh pilot screen %=1.0
O=C(Nc1ccc2c(c1)OCO2)N1CCN(c2cccc(C(F)(F)F)c2)CC1	nt	i	-3.8%	nt	0.0	6.8%	4.0	nt	3.1%
CCC(Oc1ccccc1)C(=O)NCc1cccnc1 (stereo not drawn)	-9.8%	i	-16.7%	5.2%	6.0	3.8%	0.0	-3.2%	2.8%
Cc1cccc(N(C(=O)c2cnc3n(c2=O)CCS3)C2CCCCC2)c1	nt	i	-1.5%	0.9%	1.0	nt	7.0	nt	nt
CCN(CC)S(=O)(=O)c1csc(C(=O)NC2CCCCC2)c1	7.8%	i	4.3%	nt	18.0	-2.6%	12.0	3.2%	-2.0%
CCOc1ccc(S(=O)(=O)n2ccnc2)c2ccccc12	-12.0%	i	-4.2%	0.6%	4.0	0.7%	12.0	-7.0%	-0.3%
CCOC(=O)c1cnc(-n2nc(C)cc2C)nc1Nc1ccc(N(C)C)cc1	-3.3%	i	-20.0%	-1.7%	8.0	18.4%	11.0	-22.4%	-3.1%	PMK inhibit pilot replicates=1.5;Spn MK inh pilot replicates=0.0;Spn DPM-DC inh pilot screen %=0.0
CCOC(=O)c1ccc(NC(=O)NC2CCN(CC(=O)NCc3ccc4c(c3)OCO4)CC2)cc1	7.4%	i	-17.6%	4.9%	4.0	0.7%	11.0	6.5%	1.2%
Cc1ccccc1N1CCN(Cc2cccc(C(=O)O)c2)CC1	-3.2%	i	-3.4%	nt	6.0	13.3%	4.0	-13.2%	-4.7%
Cc1cc(N2CCN(C(=O)c3ccco3)CC2)n2ncc(-c3ccccc3)c2n1	15.4%	i	5.6%	nt	0.0	3.8%	10.0	10.8%	-7.6%
COc1cc2c(cc1OC)/C(=C/C#N)NC(C)(C)C2	-1.4%	i	14.5%	7.1%	8.0	9.5%	1.0	-2.3%	-3.0%
CCN1CCN(c2oc(COc3ccc(-c4ccccc4)cc3)nc2C#N)CC1	-2.0%	i	-11.2%	-0.2%	10.0	11.3%	4.0	-22.1%	-6.6%
O=C(CN(C(=O)CCC(=O)Nc1nccs1)c1ccc(F)cc1)NCC1CCCO1 (stereo not drawn)	-3.4%	i	-7.6%	nt	6.0	14.9%	12.0	3.3%	4.8%
CCOC(=O)c1oc2c(O)c(O)ccc2c(=O)c1-c1nncn1-c1ccccc1	3.9%	i	10.8%	3.7%	4.0	-0.9%	0.0	5.1%	-8.0%
CCN1C(=O)CC(N2CCN(c3ccc(Cl)cc3)CC2)C1=O (stereo not drawn)	8.5%	i	2.1%	14.9%	2.0	6.4%	11.0	2.6%	-0.4%
Cc1cc2c(cc1C)/C(=C\C(N)=O)NC(C)(C)C2	-11.7%	i	2.6%	nt	5.0	0.2%	11.0	-13.7%	5.6%
CC(C)(C)C1CCc2onc(C(=O)Nc3cnn(Cc4ccc(F)cc4)c3)c2C1 (stereo not drawn)	81.6%*	i	1.3%	10.7%	0.0	3.4%	8.0	48.0%	-1.9%	PMK inhibit pilot replicates=2.5;Spn MK inh pilot replicates=1.5;Spn DPM-DC inh pilot screen %=6.5
CC(=O)Nc1ccc(NS(=O)(=O)c2cn(C)c(=O)n(C)c2=O)cc1	9.5%	i	3.8%	-4.6%	8.0	6.2%	0.0	-7.7%	0.4%
CCOc1ccc(-c2cc(CCCC(=O)NCc3ccco3)no2)cc1	3.4%	i	6.0%	-12.9%	3.0	2.6%	1.0	2.6%	-0.7%

3 entries drawn at random from those above, as already listed:
SMILES	KRASV12 cytotoxicity	Spn DPM-DC inh	HT1080 cytotoxicity	LYP phosphatase	Spn MK inh	Alkaline phosphatase	PMK inhibit	HPDE-C7 viability	Bfl-1 displacement	others
COc1cc2c(cc1OC)/C(=C/C#N)NC(C)(C)C2	-1.4%	i	14.5%	7.1%	8.0	9.5%	1.0	-2.3%	-3.0%
CCN1CCN(c2oc(COc3ccc(-c4ccccc4)cc3)nc2C#N)CC1	-2.0%	i	-11.2%	-0.2%	10.0	11.3%	4.0	-22.1%	-6.6%
CCN1C(=O)CC(N2CCN(c3ccc(Cl)cc3)CC2)C1=O (stereo not drawn)	8.5%	i	2.1%	14.9%	2.0	6.4%	11.0	2.6%	-0.4%

Next records follow:
SMILES	KRASV12 cytotoxicity	Spn DPM-DC inh	HT1080 cytotoxicity	LYP phosphatase	Spn MK inh	Alkaline phosphatase	PMK inhibit	HPDE-C7 viability	Bfl-1 displacement	others
Cc1cc(C)n2c(SCc3ccc(C#N)cc3)nnc2n1	-2.7%	i	21.2%	6.8%	0.0	6.7%	10.0	-7.8%	4.0%
Cc1cc(C)cc(OCC(=O)N2CCCCCC2)c1	-10.0%	i	1.0%	0.2%	8.0	10.7%	0.0	-11.7%	-13.3%
COc1ccc(-c2ccc(=O)[nH]n2)cc1	-4.6%	i	15.9%	3.7%	0.0	6.4%	15.0	4.6%	-5.1%
CCOc1ccccc1C(=O)Nc1ccccc1O	29.6%	i	4.9%	5.7%	14.0	9.2%	0.0	14.3%	-0.3%
C[N+]1(CCOS(=O)C23CC4CC(CC(C4)C2)C3)CCOCC1 (stereo not drawn)	-4.8%	i	0.2%	7.8%	0.0	-0.1%	16.0	2.1%	6.6%
CCOC(=O)c1c(C)nc2c(C#N)cnn2c1C	4.8%	i	-2.4%	4.1%	11.0	6.3%	2.0	-12.0%	-6.2%
COc1ccc(-c2cc(C(=O)NCC(C)C)no2)cc1	-0.6%	i	nt	10.5%	0.0	13.2%	18.0	-5.3%	-3.2%
Nc1nnc(-c2cn(-c3ccccc3)nc2-c2ccccc2)o1	0.0%	i	8.4%	1.4%	0.0	10.2%	14.0	-5.2%	-4.6%	PMK inhibit pilot replicates=0.0;Spn MK inh pilot replicates=1.0;Spn DPM-DC inh pilot screen %=3.5
CSc1nc(NC(C)(C)C)nc(N2CCOCC2)n1	-13.8%	i	-1.2%	-0.3%	6.0	8.1%	2.0	-14.7%	2.3%
COc1ccc(-c2[nH]nc3c2C(c2ccncc2)C(C#N)=C(N)O3)cc1 (stereo not drawn)	-3.8%	i	-5.1%	-2.7%	12.0	37.4%	0.0	6.4%	-8.3%	PMK inhibit pilot replicates=5.0;Spn MK inh pilot replicates=0.0;Spn DPM-DC inh pilot screen %=0.0
Cc1nccn1S(=O)(=O)c1ccc(Br)cc1Br	3.6%	i	5.9%	nt	1.0	7.0%	11.0	-13.0%	-1.1%
CC1=C(C(=O)OCC2CCCO2)C(c2ccc(C)o2)C2=C(CC(c3ccc(F)cc3)CC2=O)N1 (stereo not drawn)	11.0%	i	15.9%	5.1%	5.0	7.7%	0.0	3.2%	13.8%
O=C(c1cc2ncc(Br)cn2n1)N1CCN(C(=O)c2ccco2)CC1	2.1%	i	-0.7%	5.4%	6.0	-2.8%	8.0	-7.6%	2.4%
O=C(Nc1c(F)cc(F)cc1Br)C1CCCO1 (stereo not drawn)	-16.7%	i	2.0%	nt	0.0	11.0%	2.0	-12.3%	3.6%
CN(C1CCCCC1)S(=O)(=O)c1ccc(NC(=O)c2ccc(Br)o2)cc1	5.1%	i	-1.1%	5.0%	5.0	11.7%	0.0	7.8%	-1.6%
CCCCCOC(=O)CSc1nnc(-c2ccccc2)c(=O)[nH]1	-15.5%	i	nt	nt	0.0	3.3%	13.0	-18.4%	4.0%
COc1ccc(CCNC(=O)c2cc3c(=O)n4cccc(C)c4nc3n(Cc3ccncc3)c2=N)cc1	-13.8%	i	23.6%	-17.6%	3.0	9.1%	10.0	-6.6%	-7.4%
CCOc1ccc2[nH]c(=O)c(CN(Cc3nnnn3Cc3ccco3)C3CCCCC3)cc2c1	-0.7%	i	-3.0%	11.3%	3.0	5.4%	11.0	13.1%	-0.3%
O=C(COC(=O)CCNS(=O)(=O)c1ccc2c(c1)OCCO2)NC1CCCc2ccccc21 (stereo not drawn)	-4.7%	i	-8.6%	9.2%	0.0	8.6%	2.0	3.5%	-9.1%
O=C(CSc1nnc(-c2cccc(S(=O)(=O)N3CCCCC3)c2)o1)NCCC1=CCCCC1	-11.4%	i	-10.0%	nt	4.0	2.7%	0.0	-5.1%	4.7%
Cc1nnc(SCCn2c(Br)nc3c2c(=O)n(C)c(=O)n3C)s1	-12.6%	i	3.0%	-5.2%	4.0	9.7%	15.0	-10.8%	0.2%	PMK inhibit pilot replicates=0.5;Spn MK inh pilot replicates=6.5;Spn DPM-DC inh pilot screen %=5.0
CCCc1[nH]nc2c1C(c1ccncc1)C(C#N)=C(N)O2 (stereo not drawn)	-1.2%	i	2.9%	9.0%	4.0	18.1%	1.0	6.1%	3.6%
Cn1c(=O)c2c(nc(NCc3cccnc3)n2Cc2cccc(C(F)(F)F)c2)n(C)c1=O	-17.6%	i	5.5%	7.8%	8.0	8.1%	4.0	-16.5%	-2.6%
